TbPYK inhibitor: T. brucei pyruvate kinase inhibition. TbPYK enzyme, Kinase-Glo Plus ATP luminescence, 45 min. Q57TT1. actives 0.12% (n = 410,000). Potency, µM (titrated, usually from 76.8 µM), inactives show at the top dose activity, negative = inhibition, hits mostly inhibitors; note: nearly all actives have a fitted effect of over 50% in size
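Activity of T. brucei pyruvate kinase was followed by Kinase-Glo Plus luminescence after the enzyme reacted 45 min at room temperature with 130 uM ADP (final) and substrate. Test compounds were added before ADP at multiple concentrations.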
AMA1 RON2 block: AMA1-RON2 (P. falciparum) interaction inhibition; AlphaScreen AMA1-biotinylated RON2 peptide binding; actives 0.2% (n = 360,000); Potency, µM (titrated, usually from 58.2 µM), for the others: at the highest dose activity change, negative = inhibition, actives largely listed as inhibitors;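 note: 0% = vehicle wells and -100% = peptide control; nearly all actives have a fitted effect of over 45% in size; some results filed as inactive show a strong effect at the top dose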
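AMA1 (3D7) with his tag at 25 nM final met compounds first, then biotinylated RON2 peptide at 25 nM; detection used donor plus acceptor beads, 10 µg/mL apiece, read by AlphaScreen after 30 min at room temperature.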
The depositor's hits bear a star; ? = inconclusive; & = joins results of further samples; [ ] = another dose, or the depositor's remark. Calls come from the whole dose curve; as a rule, active = well fitted curve in the direction sought with a large enough effect; inconclusive = small, poorly fitted or top-dose-only effect, or another doubt; inactive = no such curve, though single readings can be large; an effect the other way counts as inactive or inconclusive. Unless noted, % is set by controls: 0 for no effect and ±100 for the full control effect; potency is the fitted concentration of half-maximal effect. Some of the compounds tested; the hit share may differ from the screen's.

mol	TbPYK inhibitor	AMA1 RON2 block
CC(=O)Nc1ccc(C(=O)N2CCCC(c3cc(C(=O)NCc4ccc(F)cc4)no3)C2)cc1 (stereo not given)	3.9%	-10.3%
CC(NC(=O)c1ccccc1Cl)C(=O)OCc1cn2cc(Cl)ccc2n1 (stereo not given)	1.7%	-8.9%
CCCCc1c(-c2ccccc2OC)ncn1Cc1cccc(-c2ccccc2)c1	8.1%	-12.8%
Cc1ccc2c(c1)NP(=S)(Oc1ccccc1)N2 (stereo not given)	-12.2%	-0.2%
CC(C)(C)OC(=O)C[C@@H]1C/C=C\C[C@H](CC(=O)N[C@H](CO)Cc2ccccc2)C(=O)N[C@@H](Cc2c[nH]c3ccccc23)COC1=O	-2.8%	0.0%
COc1ccc(Cl)cc1C(=O)OCC(=O)c1c(N)n(C)c(=O)n(C)c1=O	-4.5%	13.0%
CN(Cc1ccco1)C(=O)[C@H](Cc1ccccc1)NC(=O)CC[C@H]1O[C@@H](n2ccc(=O)[nH]c2=O)[C@H](O)[C@@H]1O	-4.7%	5.4%
CC(C)Cc1ccc(C2=CSC3=NCCN23)cc1	-3.5%	-1.2%
CNC(=O)C1(C)CCN1C(=O)Cc1ccc(C(C)C)cc1 (stereo not given)	-1.7%	0.7%
COc1ccc(C#Cc2cccc(-c3nc(C(=O)NCCCN4CCOCC4)cc4c3[C@H](CCO)N(S(=O)C(C)(C)C)C4)c2)cc1OC (stereo not given in full)	1.9%	-10.3%

Full records from above:
Record of CC(NC(=O)c1ccccc1Cl)C(=O)OCc1cn2cc(Cl)ccc2n1 (stereo not given) → TbPYK inhibitor: 1.7%; AMA1 RON2 block: -8.9%
Record of COc1ccc(Cl)cc1C(=O)OCC(=O)c1c(N)n(C)c(=O)n(C)c1=O → TbPYK inhibitor: -4.5%; AMA1 RON2 block: 13.0%
Record of Cc1ccc2c(c1)NP(=S)(Oc1ccccc1)N2 (stereo not given) → TbPYK inhibitor: -12.2%; AMA1 RON2 block: -0.2%

Later entries:
mol	TbPYK inhibitor	AMA1 RON2 block
CC(OC(=O)c1cccc(-n2cnnn2)c1)C(=O)Nc1ccc(F)c(F)c1F (stereo not given)	7.1%	-6.0%
COc1ccc(CCN2C(=O)CCC3=C2CCC3=O)cc1OC	-3.9%	17.4%
CCOC1=C2CN(S(=O)(=O)c3ccc(C)cc3)[C@H](c3ccccc3)C[C@@H]2N(S(=O)(=O)c2ccc(C)cc2)[C@H](c2cccc(C)c2)C1	-9.5%	12.7%
COCCN(CCOC)Cc1cc(=O)oc2cc(C)cc(C)c12	-0.7%	5.0%
C=CCN(CC(=O)c1sc(C(=O)OCC)nc1C)c1cccc(Br)c1	-0.8%	-8.1%
COc1ccccc1-c1sc2ccccc2c1-c1ccc(O)cc1	-3.0%	7.9%
O=C(OCc1ccccc1)N1CCN(C(c2ccnc3ccccc23)c2nnnn2-c2ccc3c(c2)OCCO3)CC1 (stereo not given)	3.5%	-5.3%
COc1ccc(CNCCS(=O)(=O)NCc2ccc(OC)cc2)cc1	5.3%	-4.4%
COc1cccc(/C=C/C(=O)OCC(=O)Nc2ccc3c(c2)OCCO3)c1	-1.1%	2.1%
COCCN1C[C@@H](CO)O[C@@H](n2cnc3c(N(C)C(C)C)ncnc32)C1	0.2%	2.8%

mol	TbPYK inhibitor	AMA1 RON2 block
CC1=C(C(=O)N(C(C)C)C(C)C)CC(CC(=O)NC2CCCCC2)C(=O)N1Cc1ccc(C(C)(C)C)cc1 (stereo not given)	-2.0%	-0.7%
CCN(C(=O)COC(=O)c1ccc2c(c1)OCO2)c1ccc(F)cc1	5.2%	4.6%
CN(N=Nc1ccccc1C(=O)O)C1CCCCC1	-27.1%	10.3%
CN1CCN(c2ccc(CNC(=O)c3ccc(-c4ccnn4C)c4ccoc34)cc2)CC1	-2.8%	1.9%
COc1ccc(/C=C(/NC(=O)c2ccc(Br)o2)C(=O)Nc2cccc(C(=O)O)c2)cc1	7.7%	-0.6%
COc1ccc(NC(=O)c2cc(C3CCCCN3C(=O)Cc3ccc(N(C)C)cc3)on2)c(C)c1 (stereo not given)	-2.8%	-32.1%
O=C(NC1CC1)C1=C[C@H](c2coc3ccccc3c2=O)C[C@H](OCCCCO)O1	-5.6%	-3.3%
CC1CN(Cc2ccco2)C(=S)N(c2ccccc2)C1=O (stereo not given)	-1.9%	-21.3%
COc1ccc(N2CCN(CCCn3cnc4c(OC)ncnc43)CC2)cc1	-6.4%	4.7%
CN(c1ccccc1)S(=O)(=O)c1ccc(C(=O)N2CCN(c3ccccc3)CC2)cc1	1.9%	-12.7%

mol	TbPYK inhibitor	AMA1 RON2 block
O=C(C1CC(=O)N(c2ccc3c(c2)OCCO3)C1)N1CCN(S(=O)(=O)c2ccc(F)cc2)CC1 (stereo not given)	-2.7%	-4.0%
C=CC[C@@H](CC(=O)N[C@H](CO)Cc1ccccc1)C(=O)N[C@H](COC(=O)[C@@H](CC=C)CC(=O)OC(C)(C)C)Cc1ccccc1	-0.2%	0.0%
COc1ccc(N2CCN(C(=S)NCCc3ccccc3)CC2)cc1	-19.6%	-0.4%
CC(C)(C)c1cc(NC(=O)CCSc2nnc3ccccn23)cc(C(C)(C)C)c1	3.8%	-6.8%
CC1(C(=O)N2Cc3ccccc3C2)CCN1C(=O)Cc1ccccc1 (stereo not given)	4.2%	11.4%
CC(C)NC(=O)C1(C)CCCCCN1C(=O)c1ccc(-c2ccccc2)cc1 (stereo not given)	0.3%	4.1%
CNc1nc(NCc2cccc(OC)c2)c2sccc2n1	5.1%	-7.7%
Nc1[nH]c(C(=O)c2ccccc2)c(-c2ccc(Br)cc2)c1C(=O)c1ccc(Br)cc1	2.1%	4.4%
Cc1ccccc1-c1nc(NCCN(C)C)nc2ccsc12	-3.2%	31.0%[activator]
CCCNC(=O)C1(C)CCN1C(=O)C/C=C/c1ccccc1 (stereo not given)	-4.6%	12.0%

mol	TbPYK inhibitor	AMA1 RON2 block
O=C(O)C(C1CCCCC1)C1(O)CCCC1 (stereo not given)	-0.1%	-2.9%
COc1ccc([C@H]2N[C@]3(CCCN(Cc4ccco4)C3=O)[C@H]3C(=O)N(Cc4ccccc4)C(=O)[C@@H]23)cc1	-0.3%	2.0%
CN(C)CCn1c(COc2ccccc2)nc2ccccc21	-0.8%	-12.1%
O=c1[nH]c(-c2ccccc2)nc(-c2ccccc2)c1Cl	2.9%	-9.4%
C=C1[C@H]2O[C@H]2[C@@H](OC(C)=O)[C@@]2(C)[C@@H](OC(C)=O)C[C@@H](OC(C)=O)[C@@](C)(O)[C@@H]2[C@@H](OC(C)=O)[C@@]2(O)[C@@H](C)C(=O)O[C@H]2[C@H]1Cl	-1.9%	-0.7%
O=S(=O)(SC1=NCCN1)c1ccccc1	-3.1%	12.7%
CCOC(=O)C1(C)CCCN1C(=O)c1cccc(OC)c1 (stereo not given)	0.6%	16.9%
Nc1ncnc2c1ncn2[C@@H]1O[C@H](CNS(=O)(=O)c2ccc3c(c2)CCN(C(=O)C(F)(F)F)C3)[C@@H](O)[C@H]1O	0.6%	-4.5%
CC1(c2nnc(-c3cccc(Cl)c3)o2)CC(c2cccc(F)c2)=NO1 (stereo not given)	2.0%	17.3%
C[C@H](CO)N1C[C@H](C)[C@@H](CN(C)Cc2ccncc2)Oc2c(NC(=O)C3CCCCC3)cccc2C1=O	-3.9%	4.0%

mol	TbPYK inhibitor	AMA1 RON2 block
CCN(C[C@H]1N[C@@](CC)(C(=O)OC)[C@H]2C(=O)N(Cc3ccccc3)C(=O)[C@@H]12)C(C)=O	-2.7%	3.5%
O=C1NC[C@H](CCCCN2C[C@@H](Cc3ccccc3)N(CC3CCCCC3)C(=O)C2=O)N(CCC2CCCCC2)C1=O	3.9%	-2.1%
CC(=O)Nc1ccc(CNc2nc3cc(-c4ccc(F)cc4)sc3c(=O)n2C)cc1	3.1%	13.4%
O=C1NC[C@H](Cc2ccc(O)cc2)N(C[C@@H]2CCCN2C[C@H](Cc2ccccc2)N2C[C@H](Cc3ccccc3)N(CC3CCCCC3)C(=O)C2=O)C1=O	4.1%	-5.3%
COc1ccc(-c2oc(=O)c3cc(OC)c(OC)cc3c2C#CCCCO)cc1	2.4%	-2.4%
CCc1cccc(CC)c1N1C(=O)CC(Sc2ccccc2N)C1=O (stereo not given)	-1.5%	-12.8%
O=C(C1CCCCC1)N1C[C@H](n2cc(C3CC3)nn2)[C@@H](O)C[C@@H]1c1ccccc1	-9.1%	9.7%
CC(=O)NC(c1ccc(F)c(F)c1)c1nc(-c2ccc3c(c2)OCO3)cs1 (stereo not given)	-7.0%	5.6%
C=CCOC(=O)C1=C[C@H](c2coc3ccccc3c2=O)C[C@H](OCCCCO)O1	6.2%	2.2%
COc1c2c(cc3oc(CO[C@@H]4O[C@H](CO)[C@@H](O)[C@H](O)[C@H]4O)cc(=O)c13)O[C@H](C(C)(C)O)C2	-0.4%	17.5%

mol	TbPYK inhibitor	AMA1 RON2 block
C/C=C1\CN2[C@H]3C[C@@]45c6ccccc6N(C)[C@H]4[C@@H]2CC1C3[C@H]5O (stereo not given in full)	3.0%	4.9%
CCN(C(=O)COC(=O)CCCc1c[nH]c2ccccc12)c1c(N)n(Cc2ccccc2)c(=O)[nH]c1=O	-2.0%	14.7%
CCN1C[C@@H]2[C@@H]3C(=O)N(Cc4ccccc4)C(=O)[C@@H]3[C@](Cc3ccccc3)(C1=O)N2C(=O)c1ccc(C(F)(F)F)cc1	-0.5%	21.6%
CCCCNc1c(-c2ccc(OC)c(SC(C)CC)c2)nc2ccc(C)cn12 (stereo not given)	1.8%&-13.5%	14.0%&-16.8%
CN1CN(c2ccccc2)C2(CCN(CCCSc3ccccc3NC(=O)/C=C/c3ccccc3)CC2)C1=O	2.8%	?
COc1ccc(C2=CCCCCC2)cc1OC	-9.7%	13.1%
CCOC(=O)c1c(C)[nH]c(C)c1C(=O)COC(=O)C1CC(=O)N(CCc2ccccc2)C1 (stereo not given)	-1.2%	3.5%
COc1ccc(CNC(=O)[C@@H]2CC=C[C@@H]3CCN(C4CCCCC4)C(=O)[C@@H]32)cc1	-7.4%	-4.2%
C1CC(=NN=C2CCSCC2)CCS1	-2.2%	11.3%
O=C(COC(=O)c1ccc(O)cc1)NC(c1ccccc1)c1ccccc1	2.9%	2.4%

mol	TbPYK inhibitor	AMA1 RON2 block
CN(C)c1ccc(-c2ccnc3c2CC(C)(C(=O)Nc2ccc4c(c2)OCO4)O3)cc1 (stereo not given)	0.7%	0.0%
C[C@H](CO)N1C[C@H](C)[C@@H](CN(C)C(=O)NC2CCCCC2)Oc2ccc(NC(=O)C3CCCCC3)cc2C1=O	1.1%	5.4%
O=C(c1cnn(C(=O)c2ccco2)c1)c1cc(F)ccc1O	1.8%	13.5%
CC[C@](C)(O)c1cc2ccccc2c(=O)o1	-2.8%	-1.4%
COc1cc(OC)nc(Nc2nc(C(N)Cc3ccc(C(F)(F)F)cc3)cs2)n1 (stereo not given)	-6.6%	38.6%[activator]
CCOC(=O)C1CCCN(C(=O)c2ccc(-c3ccccc3Cl)o2)C1 (stereo not given)	5.1%	?
C=CCNc1ncnc2c1ncn2[C@H]1CN(Cc2ccccc2)C[C@@H](CO)O1	-3.7%	5.2%
CC1CCCC(NC(=O)COC(=O)/C=C/c2ccc([N+](=O)[O-])cc2)C1C (stereo not given)	1.1%	-4.5%[11.6 µM]
CN(C(=O)CSc1ncn[nH]1)C1(C#N)CCCCC1	-1.1%	2.9%
CCN(CC(=O)NCc1cccs1)C(=O)c1cc(Br)ccc1O	0.0%	5.3%

mol	TbPYK inhibitor	AMA1 RON2 block
COc1ccc(C(=O)N[C@H](C(=O)NCCc2ccc3c(c2)OCCO3)C(C)C)cc1	-7.3%	-7.5%
O=C(NC1CCCCC1)N1Cc2cc(N3CCCCC3)ccc2-n2nncc2C1	2.7%	-2.6%
CCN(CC)C(=O)[C@H]1CC(CC(=O)NCCCN(C)C)C(=O)N2CCc3c([nH]c4ccccc34)[C@]12C (stereo not given in full)	5.3%	-4.8%
C#CCN(C[C@H]1[C@H](OC(=O)NCc2ccco2)[C@H](OC(=O)NCc2ccco2)C[C@@H](C(=O)OC)[C@H]1C(=O)OC)S(=O)(=O)c1ccc(C)cc1	1.6%	-29.9%
COc1cccc(-c2cnc3c(NC=O)cc(-c4ccncc4)cn23)c1	-9.6%	14.2%
O=C(CNC(=O)c1n[nH]c2ccccc12)Nc1cc(Cl)ccc1Cl	2.8%	14.0%
C[C@H]1CN([C@@H](C)CO)C(=O)CCCn2nncc2CO[C@@H]1CN(C)C(=O)c1ccncc1	6.5%	9.4%
COCCNC(=O)c1cc(-c2ccccc2)nn1Cc1cc(C)no1	-0.7%	10.9%
O=S(=O)(Nc1ccccc1)N1CCCCC1	2.1%	-2.6%
CCOC(=O)C1CCCN(C(=O)c2cc(C(C)(C)C)nn2C)CC1 (stereo not given)	-4.8%	0.7%
